Compound activity as filed in PubChem BioAssay.
Pin1 inhibitor: qHTS Assay to Find Inhibitors of Pin1; Potency, µM (titrated, usually from 115 µM), inactives show at the highest dose activity, negative = inhibition, most hits filed as inhibitors; Pin1 FP peptide displacement, HiFluor488, 10 min; AID 504891, 2011; hit rate 0.009% among 390,000; Peptidyl-prolyl cis-trans isomerase NIMA-interacting 1 (Homo sapiens), Q13526; active = well fitted inhibition curve with a large enough effect in the polarisation, with a control signal flat, not every such curve was filed as active; inconclusive = small, poorly fitted or top-dose-only effect, or effect the other way, or a change in a side signal; inactive = no such curve, though single readings can be large or run the other way; the % refers to the polarisation; note: % is set by controls: 0 for no effect and ±100 for the full control effect
Pol iota inh: qHTS for Inhibitors of Polymerase Iota. hit rate 1% among 390,000. Potency, µM (series often up to 115 µM), for inactives: at the top dose activity, negative = inhibition, hits mostly inhibitors. DNA polymerase iota (Homo sapiens), Q9UNA4. Pol iota fluorescent replication assay, 10 min. AID 588590, 2011
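Pol iota at 10 nM preincubated 15 min with compounds at room temperature; reaction started with fluorescent substrate, 50 nM final. Fluorescence read kinetically at 0 and 10 min; buffer-only wells as negative control.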
G9a inh: qHTS Assay for Inhibitors of Histone Lysine Methyltransferase G9a | G9a H3K9 monomethylation, AlphaScreen, 2 h | Potency, µM (doses to about 102 µM), inactives show at the top dose activity, negative = inhibition, usual class: inhibitors | hit rate 8.8% among 350,000 | Histone-lysine N-methyltransferase EHMT2 (Homo sapiens), Q96KQ7; note: % is set by controls: 0 for no effect and ±100 for the full control effect; nearly all actives have a fitted effect of over 75% in size
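Enzyme 20 nM + cpd, 15 min RT; add b-H3K9 pep 500 nM / SAM 20 uM; 2 h RT; anti-H3K9me1 Ab 0.5 ug/mL + SA donor / anti-rabbit acceptor beads 20 ug/mL each, 10 min; AlphaScreen read.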
BAZ2B inh: qHTS Assay for Inhibitors of BAZ2B. Potency, µM (highest dose often 114 µM), without a hit: top-dose activity change, negative = inhibition, actives largely listed as inhibitors. hit rate 4.4% among 360,000. Bromodomain adjacent to zinc finger domain protein 2B (Homo sapiens), Q9UIF8. AID 504333, 2011. AlphaScreen BAZ2B-H3K14Ac peptide displacement; note: % is set by controls: 0 for no effect and ±100 for the full control effect; nearly all actives have a fitted effect of over 60% in size
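AlphaScreen displacement of biotin-H3(5-23)K14Ac peptide (50 nM final) from BAZ2B (50 nM final) in PBS pH 7.4, 0.01% Tween-20; complex preformed 30 min RT, then compounds (top 110 uM) 30 min RT, beads 20 min dark.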
PGK inhibitor: qHTS Assay to Find Inhibitors of Phosphoglycerate Kinase. hit rate 0.043% among 380,000. Phosphoglycerate kinase, glycosomal (Trypanosoma brucei brucei), P07378. PGK/GAPDH coupled, Kinase-Glo luminescence, 60 min. Potency, µM (doses to about 57.5 µM), without a hit: top-dose activity change, negative = inhibition, actives largely listed as inhibitors; note: % is set by controls: 0 for no effect and ±100 for the full control effect; nearly all actives have a fitted effect of over 60% in size
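Luminescent ATP detection (Kinase-Glo Plus) follows a 60-minute room-temperature incubation, with wells lacking PGK as controls. Buffer: 100 mM TEA (pH 7.6), 5 mM MgCl2, 0.01% Tween-20. Coupling enzyme GAPDH (100 nM final) supplies unstable 1,3-BPG in-well.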
GLS inh: qHTS for Inhibitors of Glutaminase (GLS) | AID 624170, 2012 | GLS enzymatic activity, qHTS titration | Potency, µM (highest dose often 45.5 µM), for inactives: at the top dose activity change, negative = inhibition, actives largely listed as inhibitors | Glutaminase kidney isoform, mitochondrial (Homo sapiens), O94925 | hit rate 0.21% among 410,000; note: % is set by controls: 0 for no effect and ±100 for the full control effect
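Enzyme dispensed in phosphate buffer (45 mM, pH 8.2, 0.02% Tween-20), compounds pinned in, then 1 mM L-glutamine solution and the glutamate oxidase–HRP–Amplex Red mix added; fluorescence read immediately and again after 30 min at room temperature.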
HP1b chromo inh: HTS for Inhibitors of HP1-beta Chromodomain Interactions with Methylated Histone Tails | Chromobox protein homolog 1 (Homo sapiens), P83916 | AlphaScreen HP1-beta / biotin-H3K9me3 peptide binding | Potency, µM (highest dose often 114 µM), without a hit: at the top dose activity change, negative = inhibition, actives largely listed as inhibitors | hit rate 0.56% among 390,000; note: nearly all actives have a fitted effect of over 70% in size; inactives centre near 23
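Compound inhibition of the preformed complex between 50 nM HP1-beta and 50 nM biotinylated H3K9me3 peptide was read by AlphaScreen. Buffer was PBS pH 7.4 with 0.01% Tween-20. Incubations ran 30 min at room temperature, with 10 ug/mL donor/acceptor beads.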
BLM helicase inh: qHTS Assay for Inhibitors of Bloom's syndrome helicase (BLM) | AID 2528, 2010 | RecQ-like DNA helicase BLM (Homo sapiens), P54132 | hit rate 0.2% among 350,000 | Potency, µM (top dose mostly 56.1 µM), inactives show at the highest dose activity change, negative = inhibition, most hits filed as inhibitors | recombinant BLM DNA unwinding, fluorescence dequenching;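 note: plate controls were vehicle for no effect and no enzyme for full effect; nearly all actives have a fitted effect of over 35% in size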
JMJD2A Tudor inh: qHTS Assay for Inhibitors of JMJD2A-Tudor Domain. AlphaScreen JMJD2A-Tudor / H3K4me3 peptide binding. Potency, µM (titrated, usually from 114 µM), for inactives: at the highest dose activity change, negative = inhibition, actives largely listed as inhibitors. hit rate 4.4% among 390,000. AID 504339, 2011; note: % is set by controls: 0 for no effect and ±100 for the full control effect; nearly all actives have a fitted effect of over 50% in size
Target sequence (O75164 whole entry, looked up, the tested form may be a part): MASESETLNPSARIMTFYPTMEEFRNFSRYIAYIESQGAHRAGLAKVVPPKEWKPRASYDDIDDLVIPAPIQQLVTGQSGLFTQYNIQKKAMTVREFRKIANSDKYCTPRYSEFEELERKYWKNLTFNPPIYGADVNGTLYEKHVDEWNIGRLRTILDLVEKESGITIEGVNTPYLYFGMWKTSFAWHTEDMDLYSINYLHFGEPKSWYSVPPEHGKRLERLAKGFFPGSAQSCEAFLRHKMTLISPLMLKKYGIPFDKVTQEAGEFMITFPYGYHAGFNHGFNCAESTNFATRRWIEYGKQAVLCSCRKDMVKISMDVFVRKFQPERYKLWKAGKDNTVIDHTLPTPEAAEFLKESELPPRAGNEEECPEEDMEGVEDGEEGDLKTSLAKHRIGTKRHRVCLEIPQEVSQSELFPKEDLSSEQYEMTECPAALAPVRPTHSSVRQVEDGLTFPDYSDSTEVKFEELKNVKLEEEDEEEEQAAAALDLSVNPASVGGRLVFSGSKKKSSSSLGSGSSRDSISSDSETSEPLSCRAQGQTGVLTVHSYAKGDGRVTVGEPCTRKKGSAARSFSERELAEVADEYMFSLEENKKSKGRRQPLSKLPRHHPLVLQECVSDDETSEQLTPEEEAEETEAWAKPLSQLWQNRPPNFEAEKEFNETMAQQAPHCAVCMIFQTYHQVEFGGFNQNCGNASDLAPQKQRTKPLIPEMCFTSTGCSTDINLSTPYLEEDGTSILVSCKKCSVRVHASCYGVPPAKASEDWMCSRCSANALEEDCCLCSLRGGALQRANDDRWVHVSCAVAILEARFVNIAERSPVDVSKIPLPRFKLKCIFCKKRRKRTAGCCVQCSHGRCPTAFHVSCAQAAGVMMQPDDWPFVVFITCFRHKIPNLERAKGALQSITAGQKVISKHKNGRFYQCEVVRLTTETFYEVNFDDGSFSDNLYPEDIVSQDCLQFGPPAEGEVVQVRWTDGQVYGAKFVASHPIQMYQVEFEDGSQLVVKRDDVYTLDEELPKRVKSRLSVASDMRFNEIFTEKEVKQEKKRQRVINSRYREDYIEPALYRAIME
Numbers without * were called inactive; i = inactive; ? = inconclusive; nt = no result given; & = joins results of further samples; [ ] = remark or other dose. Unless noted, calls come from the whole dose curve; as a rule, active = well fitted curve in the direction sought with a large enough effect; inconclusive = small, poorly fitted or top-dose-only effect, or another doubt; inactive = no such curve, though single readings can be large; an effect the other way counts as inactive or inconclusive. Potency is the fitted concentration of half-maximal effect.

Pin1 inhibitor	BLM helicase inh	JMJD2A Tudor inh	GLS inh	HP1b chromo inh	Pol iota inh	BAZ2B inh	G9a inh	PGK inhibitor	compound
12.3%	-4.8%	-15.7%	1.3%	52.3%[activator]	?	-1.5%	?	-1.0%	O=S1(=O)C=C(Sc2nc3ccccc3s2)c2ccccc21
-2.1%	-10.8%	-5.5%	-1.7%	83.3%[activator]	-8.6%	9.3%	-4.9%[59 µM]	i	CCOC(=O)C(C(=O)OCC)C(C#N)c1ccccc1 (centres undefined)
4.5%	-6.3%	-7.6%	7.0%	44.2%[activator]	17.3%	-4.2%	18.1%	6.4%	CCC(=O)c1ccc(Oc2nc3c(c(=O)n(C)c(=O)n3C)n2CC)cc1
-0.9%	-5.4%	-19.7%	-25.3%	60.6%[activator]	52.5%[activator]	-14.4%	-33.1%	-1.6%	CCC(=O)N/N=c1/sc2ccccc2n1C
-0.7%	-6.2%	-8.8%[11.4 µM]	17.1%	6.7%	-12.5%	-6.3%	?	0.5%	CCc1c(C)sc(NC(=O)c2cc(C(C)C)on2)c1C#N
-1.6%	nt	-8.2%	0.9%	29.1%	20.4%	10.0%	-1.5%	-9.5%	Cc1ccnc(NS(=O)(=O)c2ccc(NC(=O)CN3C(=O)c4ccccc4S3(=O)=O)cc2)n1
-2.8%	2.0%	-17.2%	12.4%	31.4%	35.6%[activator]	-15.7%	6.1%	-5.3%	CCC(C)c1ccc(NC(=S)N2CCCC2)cc1 (centres undefined)
-0.3%	nt	-13.7%	4.7%	12.7%	31.4%[activator]	-2.7%	-35.9%	-14.0%	CN(Cc1ccccc1)S(=O)(=O)c1cc2c3c(c1)CCN3C(=O)CC2
-1.5%	-0.9%	-11.1%	5.8%	52.2%[activator]	7.7%	-0.5%	4.3%[59 µM]	i	O=C(CN(Cc1ccc(F)cc1)C(=O)c1ccco1)NCc1ccc(F)cc1
-1.5%	-10.0%	-0.8%[11.4 µM]	-9.9%	-20.0%	57.1%[activator]	-0.6%	50.1µM*	-9.9%	NS(=O)(=O)c1ccc(NC(=S)NC(=O)c2cccnc2)cc1
2.7%	2.8%	-11.8%[57.1 µM]	-2.7%	37.2%	11.0%	-3.0%	0.0%[59 µM]	2.6%	CCOc1ncccc1C(=O)Nc1cccc(C(=O)Nc2cccc(S(=O)(=O)CCO)c2)c1
5.5%	nt	-8.3%	7.8%	21.9%	5.2%	13.5%	-1.8%	1.2%	Cc1ccc(CN2CC(C(=O)N(Cc3nnc(-c4ccccc4Cl)o3)C3CC3)CC2=O)cc1 (centres undefined)
-3.8%	-1.6%	-4.9%	1.5%	94.1%[activator]	-18.7%	-21.3%	-0.5%	-0.3%	Cc1cc(C)cc(N(CC(=O)NC2CCCCC2)C(=O)CCCC(=O)Nc2ccccn2)c1
4.8%	-4.6%	-25.4%	1.9%	25.0%	23.9%	?	-9.9%	2.9%	Cc1oc(-c2cccs2)nc1CN1CCC(c2ccccc2)CC1
?	-3.4%	?	?	-33.4%	36.8%[activator]	-24.2%	3.98µM*	nt	c1ccc(CCc2nn3c(Cn4cnc5ccccc54)nnc3s2)cc1
-17.8%	nt	?	-6.2%	6.2%[57 µM]	?	nt	nt	-1.6%	COc1ccc(OC)c(NC(=O)CSc2ncnc3sc(C)cc23)c1
-6.3%	-12.1%	-13.5%	-18.1%	21.0%	22.4%	-2.3%	-1.8%[59 µM]	-3.6%	O=C(O)[C@H]1CCCC[C@H]1C(=O)NCCc1ccccc1
7.6%	-1.2%	-9.7%	0.6%	15.5%	31.1%[activator]	2.3%	?	3.5%	CC/C(C)=N/NS(=O)(=O)c1ccc(C)c([N+](=O)[O-])c1
4.0%	0.3%	-11.8%	4.0%	48.1%[activator]	29.2%	-2.3%	6.1%[59 µM]	i	CCN(c1ccccc1)S(=O)(=O)c1ccc(NC(=O)c2cc(=O)c3cc(C)ccc3o2)cc1
1.5%	-14.7%	-10.9%	6.8%	36.3%	9.6%	-3.7%	nt	5.9%	O=C(CCNC(=O)c1ccccc1Cl)Nc1ccncc1
8.6%	-7.9%	-33.5%	-22.5%	-5.9%	119.5%[activator]	-18.1%	?	-5.1%	O=C(CNc1cccc2ccccc12)N/N=C/c1ccccn1
9.9%&26.5%	nt	?	nt	2.0%&37.6%	-15.9%&35.2%	nt	nt	nt	O=C(Nc1ccc([N+](=O)[O-])cc1Cl)c1ccccc1O
13.8%	-0.2%	-9.0%	5.8%	34.0%	23.0%	-1.8%	5.1%	i	CN(C)/C=C(\C(=O)c1ccccc1)c1nnnn1-c1ccc(F)cc1
?	-3.9%	-12.4%	0.6%	32.7%	-15.5%	-9.2%	4.3%[59 µM]	nt	Cc1ccc(/C=C(\C#N)C(=O)Nc2cccc(Br)c2)o1
-3.0%	-7.2%	-17.6%	2.4%	-3.9%	87.4%[activator]	5.2%	11.2%	-8.8%	Cc1ccccc1CC(=O)c1ccc(O)c(C)c1O

Exported in markdown: entries from further up
| structure | Pin1 inhibitor | BLM helicase inh | JMJD2A Tudor inh | GLS inh | HP1b chromo inh | Pol iota inh | BAZ2B inh | G9a inh | PGK inhibitor |
| --- | --- | --- | --- | --- | --- | --- | --- | --- | --- |
| O=C(O)[C@H]1CCCC[C@H]1C(=O)NCCc1ccccc1 | -6.3% | -12.1% | -13.5% | -18.1% | 21.0% | 22.4% | -2.3% | -1.8%[59 µM] | -3.6% |
| c1ccc(CCc2nn3c(Cn4cnc5ccccc54)nnc3s2)cc1 | ? | -3.4% | ? | ? | -33.4% | 36.8%[activator] | -24.2% | 3.98µM* | nt |
| Cc1ccc(/C=C(\C#N)C(=O)Nc2cccc(Br)c2)o1 | ? | -3.9% | -12.4% | 0.6% | 32.7% | -15.5% | -9.2% | 4.3%[59 µM] | nt |

Going on with the list:
Pin1 inhibitor	BLM helicase inh	JMJD2A Tudor inh	GLS inh	HP1b chromo inh	Pol iota inh	BAZ2B inh	G9a inh	PGK inhibitor	compound
-1.3%	-3.5%	-4.8%	-3.4%	10.5%	-1.9%	-3.5%	-28.5%	-0.9%	Cc1noc2ncnc(Oc3ccccc3)c12
23.2%	-15.8%	-26.0%	23.9%	-5.8%	10.0%	-31.7%	-6.0%[59 µM]	4.6%	N#C/C(=C\Nc1ccccc1O)c1nc2ccccc2o1
-0.8%	-12.6%	-12.1%	1.9%	11.1%	26.1%	-3.8%	-17.4%	-1.0%	CC(C)C(C(=O)Nc1ccc2c(c1)OCCOCCOCCOCCO2)N1C(=O)c2ccccc2C1=O (centres undefined)
19.4%	1.8%	35.1%	0.3%	106.3%[activator]	-8.8%	-1.7%	116.2%[activator][59 µM]	-1.4%	CSc1nccc(-c2sc(SC)c(C#N)c2-c2ccccc2)n1
-1.3%	nt	4.2%	1.3%	42.9%[activator]	23.1%	nt	nt	-1.7%	O=S(=O)(c1cc(F)ccc1F)N1CCN(c2ncnc3ccccc23)CC1
0.1%	nt	-26.2%	14.5%	17.3%	15.5%	-2.6%	10.3%[12.7 µM]	8.9%	COc1cc([N+](=O)[O-])ccc1NC(=O)COC(=O)CCS(=O)(=O)c1ccc(C)cc1
-0.2%	-0.7%	3.5%	8.6%	15.7%	104.7%[activator]	-17.5%	-40.1%	-5.4%	Cc1cnc(NC(=O)Cn2cnc3c2c(=O)n(C)c(=O)n3C)s1
-0.1%	-2.4%	-13.7%	8.2%	18.3%	2.1%	-0.1%	21.7%[59 µM]	-1.8%	COc1cccc(N(CC(=O)NCc2ccco2)C(=O)CCC(=O)Nc2nccs2)c1
-6.7%	-2.0%	-1.3%	4.2%	13.1%[57 µM]	15.2%	0.1%	3.8%[59 µM]	-6.1%	O=C(Nc1ccc(OC(F)(F)F)cc1)C1CCN(S(=O)(=O)c2ccc3[nH]c(=O)ccc3c2)CC1
-2.8%	-4.8%	-2.1%	1.4%	35.9%[activator]	14.9%	2.7%	25.7%	-5.8%	COc1ccc(/C=N/NC2=NS(=O)(=O)c3ccccc32)cc1OC
-8.8%	-1.2%	-19.2%	4.8%	16.5%	-3.8%[58.9 µM]	-3.3%	?	-1.7%	O=C(CSc1ncn(-c2ccccc2)n1)Nc1ccc2c(c1)OCCO2
4.8%	-9.4%	-21.8%	1.4%	63.5%[activator]	11.4%	-2.0%	-48.6%	-0.9%	Cc1ccc(-c2nn3c(C)nnc3s2)cc1NC(=O)COc1ccc(Cl)cc1
-2.9%	nt	-8.7%	-0.1%	68.5%[activator]	9.4%	nt	nt	2.3%	O=C(c1ccco1)N1CCN(C(=O)C2CCN(S(=O)(=O)c3cccc4nsnc34)CC2)CC1
1.4%	2.1%	-16.6%	-7.5%	32.9%	40.6%	-5.3%	nt	-5.3%	COC(CSc1ncnc2c1oc1nc3c(cc12)COC(C)(C)C3)OC
-2.1%	-4.1%	?	4.5%	-9.3%	-6.9%	?	?	-5.7%	CCN(c1ccccc1)S(=O)(=O)c1nnc(NC(=O)C2CCCCC2)s1
-2.4%	-8.3%	1.8%	1.4%	33.2%	16.0%[58.9 µM]	-2.0%	nt	-2.3%	C[C@]12CS(=O)(=O)C[C@H]1SC(=S)N2c1ccccc1

An excerpt, so the mix of outcomes need not match the whole.
